Screens (PubChem)
TDP1 cell noCPT – qHTS for Inhibitors of human tyrosyl-DNA phosphodiesterase 1 (TDP1): qHTS in cells in absence of CPT; DT40 Tdp1-/- hTDP1 cells, no CPT, ATP luminescence, 48 h; Potency, µM (top dose mostly 46.2 µM), without a hit: top-dose activity change, negative = growth inhibition, usual class: inhibitors; 15% of 420,000 active; AID 686978, 2013; active = well fitted inhibition curve with a large enough effect; inconclusive = small, poorly fitted or top-dose-only effect; note: nearly all actives have a fitted effect of over 55% in size
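Luminescent ATP content (CellTiter-Glo) served as the growth readout. Knockout chicken DT40 cells expressing human TDP1 were exposed to compounds without camptothecin for a minimum 48 hr at 37 °C.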
Active calls of the source: *; ? = inconclusive. % is set by controls: 0 for no effect and ±100 for the full control effect; potency is the fitted concentration of half-maximal effect. This is a subset; count on the stated rates, not on these rows.

The opening 15 compounds as a preview:
SMILES	TDP1 cell noCPT
O=C(NCc1ccc(Cl)c(Cl)c1)c1cc(C2CCCCN2C(=O)c2ccccn2)on1 (configuration not stated)	18.4µM*
CCCCNC(=O)c1[nH]c(=O)cnc1-c1ccccc1	5.5%
CN(C(=O)c1ccc(NC(=O)Cc2cccc(NC(=O)C3CCN(C(=O)c4ccccc4)CC3)c2)cc1)C1CC1	1.8%
Cc1ccc(-c2csc(NCCc3nc4cc(Cl)c(Cl)cc4n3CCOCCO)n2)cc1	?
CC(C)CCOc1ccc(CC(=O)NO)cc1	?
CCc1ccc(C(=O)COC(=O)C(NC(=O)C2CCC(C)CC2)C(C)C)cc1 (configuration not stated)	?
CCc1cc2c(SCC(=O)N3CCN(C(=O)c4cccs4)CC3)ncnc2s1	?
COc1cc(OC)c(OC)cc1C=Cc1ccc2ccccc2n1	14.6µM*
COC(=O)[C@]12CCCCC=C1N(CCc1ccc(OC)c(OC)c1)C(=O)[C@H](CC(=O)NCc1cccc3ccccc13)C2	9.2µM*
COc1ccc(CCNC(=O)c2cc3cc(F)ccc3nc2C)cc1OC	9.2µM*
Cc1cc2c(=O)cc(-c3ccccc3)oc2c(C(=O)O)c1C	-3.7%
CCCn1c(SCC(=O)N(CC)c2c(N)n(Cc3ccccc3)c(=O)[nH]c2=O)nnc1-c1ccncc1	-3.7%
O=C1C2C3C=CC(CC3)C2C(=O)N1c1ccc(Br)cc1 (configuration not stated)	-16.5%
CCCCC1Cc2[nH]c(=S)[nH]c(=O)c2C(c2ccc(C(C)C)cc2)O1 (configuration not stated)	23.1µM*
CC(C)CCN1C(=O)c2ccccc2C1c1nnnn1C(C)C (configuration not stated)	?

All compounds of this part, from the first entry:
SMILES	TDP1 cell noCPT
O=C(NCc1ccc(Cl)c(Cl)c1)c1cc(C2CCCCN2C(=O)c2ccccn2)on1 (configuration not stated)	18.4µM*
CCCCNC(=O)c1[nH]c(=O)cnc1-c1ccccc1	5.5%
CN(C(=O)c1ccc(NC(=O)Cc2cccc(NC(=O)C3CCN(C(=O)c4ccccc4)CC3)c2)cc1)C1CC1	1.8%
Cc1ccc(-c2csc(NCCc3nc4cc(Cl)c(Cl)cc4n3CCOCCO)n2)cc1	?
CC(C)CCOc1ccc(CC(=O)NO)cc1	?
CCc1ccc(C(=O)COC(=O)C(NC(=O)C2CCC(C)CC2)C(C)C)cc1 (configuration not stated)	?
CCc1cc2c(SCC(=O)N3CCN(C(=O)c4cccs4)CC3)ncnc2s1	?
COc1cc(OC)c(OC)cc1C=Cc1ccc2ccccc2n1	14.6µM*
COC(=O)[C@]12CCCCC=C1N(CCc1ccc(OC)c(OC)c1)C(=O)[C@H](CC(=O)NCc1cccc3ccccc13)C2	9.2µM*
COc1ccc(CCNC(=O)c2cc3cc(F)ccc3nc2C)cc1OC	9.2µM*
Cc1cc2c(=O)cc(-c3ccccc3)oc2c(C(=O)O)c1C	-3.7%
CCCn1c(SCC(=O)N(CC)c2c(N)n(Cc3ccccc3)c(=O)[nH]c2=O)nnc1-c1ccncc1	-3.7%
O=C1C2C3C=CC(CC3)C2C(=O)N1c1ccc(Br)cc1 (configuration not stated)	-16.5%
CCCCC1Cc2[nH]c(=S)[nH]c(=O)c2C(c2ccc(C(C)C)cc2)O1 (configuration not stated)	23.1µM*
CC(C)CCN1C(=O)c2ccccc2C1c1nnnn1C(C)C (configuration not stated)	?
O=C(NCCCOc1ccc([N+](=O)[O-])cc1Cl)OCc1ccccc1	-24.8%
CC1=C(C(=O)N(C(C)C)C(C)C)CC(CC(=O)NC(c2ccccc2)c2ccccc2)C(=O)N1CCC1=CCCCC1 (configuration not stated)	18.4µM*
CC(C)C(=O)N1CCC1(C)C(=O)NS(=O)(=O)c1cccs1 (configuration not stated)	-0.3%
O=C(Nc1ccc(/C=C/c2ccc(NC(=O)c3cc(S(=O)(=O)O)c4cccnc4c3O)cc2S(=O)(=O)O)c(S(=O)(=O)O)c1)c1cc(S(=O)(=O)O)c2cccnc2c1O	-21.8%
COc1ccccc1CN1C(=O)C(C)ON=C1c1ccccc1F (configuration not stated)	?
O=C(Nc1cccc(C(=O)O)c1)/C(=C/c1cccc([N+](=O)[O-])c1)NC(=O)c1cccc(Br)c1	-15.6%
NC(COCc1ccccc1)c1csc(Nc2ccccn2)n1 (configuration not stated)	?
O=C(NCc1ccccc1)c1cc(C2CCCCN2S(=O)(=O)c2cccs2)on1 (configuration not stated)	?
CN(C)Cc1ccccc1Sc1ccc2c(c1)CCCC2	?
CCNC(=O)C1(C)CCCN(Cc2noc(-c3ccccc3OC)n2)C1 (configuration not stated)	?
Brc1ccc(-c2nc3c4ccccc4ccn3c2Cc2ccccc2)cc1	8.2µM*
CC(C)c1ccc(CC(=O)N2CCC2(C)C(=O)NCc2cccc3ccccc23)cc1 (configuration not stated)	?
CCCCOCCCNC(=O)C[C@@H]1C[C@@]2(C(=O)OCC)CCCC=C2N(Cc2ccco2)C1=O	?
Cc1c(O)c2ccccc2n(-c2ccccc2)c1=O	-10.2%
O=c1cc(Cc2ccc([N+](=O)[O-])cc2)[nH]c(=O)[nH]1	-1.7%
COc1ccc(-c2ccc(C(=O)NCc3ccc(C(F)(F)F)cc3)c3occc23)c(C)c1	16.4µM*
Cc1sc2ccccc2[n+]1CCCCBr	5.62µM*
COc1cccc(C(=O)NCCNc2nc3cc(C)cc(C)c3cc2C#N)c1	?
CC[N+](C)(C)c1ccc(/C=C/c2ccc3ccccc3n2)cc1	?
O=C(C[n+]1csc2ccccc21)c1ccc(O)c(O)c1	15.8µM*
Cc1ccccc1NC(=O)c1nc(SCc2ccccc2F)ncc1Cl	-28.8%
COc1cc(C(O)c2nc(-c3cccc(NC(C)=O)c3)cs2)ccc1F (configuration not stated)	16.4µM*
CC(=O)Nc1cncc(-c2ccccc2F)n1	-17.4%
O=C(Nc1cc(C(F)(F)F)ccc1N1CCOCC1)c1cccc(S(=O)(=O)N2CCOCC2)c1	?
CC1(c2nnc(-c3cccc(Cl)c3)o2)CC(c2c(Cl)cccc2Cl)=NO1 (configuration not stated)	?
Cc1ccc(S(=O)(=O)N(CCC(=O)NCC(c2ccccc2)N(C)C)c2ccccc2)cc1 (configuration not stated)	-22.1%
O=C(c1cnsn1)N1CCOc2ccc(CN3CCOCC3)cc2C1	-13.0%
CCOC(=O)[C@]12CCC=C1N(Cc1ccc(Cl)cc1Cl)C(=O)[C@H](CC(=O)N1CCC(c3ccccc3)CC1)C2	18.4µM*
COc1ccc(NC(=O)c2ccc3c(SCC(=O)O)c4c(nc3c2)CCC4)c(OC)c1	-0.9%
CC(=O)NC(c1ccc(F)c(F)c1)c1nc(-c2cccc(C(F)(F)F)c2)cs1 (configuration not stated)	?
CC1(C(=O)Nc2ccc3c(c2)OCCO3)CCN1C(=O)c1ccccc1CCc1ccccc1 (configuration not stated)	?
COc1ccccc1C(=O)NCCN1CCC(n2c(=O)[nH]c3ccccc32)CC1	?
COC(=O)[C@]12CCCCC=C1N(Cc1ccc3c(c1)OCO3)C(=O)[C@H](CC(=O)NCc1ccc(OC)c(OC)c1)C2	?
CCCNS(=O)(=O)c1cc2c(cc1Br)CCN2C(=O)CC	-7.7%
COC(=O)[C@]12CCCCC=C1N(Cc1ccc(Cl)cc1Cl)C(=O)[C@H](CC(=O)NCCC(C)C)C2	20.6µM*
Carrying on:
SMILES	TDP1 cell noCPT
C=C1CCN([C@@H](CC(C)C)C(=O)NCc2ccc(Cl)cc2)S(=O)(=O)c2ccccc21	?
O=C(CCN1C(=O)CC1c1ccco1)N1CCOCC1 (configuration not stated)	-5.9%
O=C(COC(=O)c1ccccc1OCCOc1ccccc1)Nc1ccccc1Br	-19.5%
Cc1nc2c(cnn2CCO)c(=O)[nH]1	-4.7%
COc1cc(OC)c(NS(=O)(=O)c2cc(C(=O)NCCCN3CCOCC3)ccc2C)cc1Cl	-0.4%
CC(CCc1ccccc1)NC(=O)C1CCC1 (configuration not stated)	-13.2%
COc1ccc(OC)c(C(O)c2ncc(-c3ccccc3Cl)[nH]2)c1 (configuration not stated)	-42.1%
C[C@H](NC(=O)OC(C)(C)C)[C@@H](O)c1ccco1	-11.1%
CCCOc1ccc(/C=C/C(=O)N2CCN(C(=O)c3ccco3)CC2)cc1OC	13µM*
C[C@@H](c1ccccc1)N1C[C@@H](COCc2ccccc2)Oc2cc(N3CC[C@@H](O)C3)ccc2S1(=O)=O	?
COCCN1C(=O)CCC1(C)c1nnnn1Cc1ccccc1 (configuration not stated)	-3.7%
CN(C)c1ccc(C(=N)Cc2ccc3ccccc3n2)cc1	?
COc1ccc(C(C)(NC(C)=O)c2nc(-c3cccc(NC(C)=O)c3)cs2)cc1 (configuration not stated)	?
CCOc1ccc(-c2nc3c(s2)CCc2onc(-c4ccc(OC)cc4)c2-3)cc1	?
Cc1ccc([C@@]2(OC(=O)c3ccccc3)C(=O)N(C(=O)OC(C)(C)C)c3ccccc32)cc1	-24.5%
Cc1ccc(OCc2occc2C(=O)O)cc1	3.2%
CCOC(=O)C1=CCN(S(=O)(=O)c2ccccc2F)C1c1ccccc1 (configuration not stated)	16.4µM*
COc1cccc(-c2cnc(C(O)c3c(C)cccc3C)[nH]2)c1 (configuration not stated)	?
CCN(CC)CCOC(=O)c1ccc(N=CC2=C(O)CC(C)(C)CC2=O)cc1	21.6%
O=C(Nc1cccc(C(F)(F)F)c1)c1cccc2c(-c3cccnc3)coc12	?
CCOc1ccccc1C(=O)NC(C(=O)N(C)c1c(N)n(Cc2ccccc2)c(=O)[nH]c1=O)C(C)C (configuration not stated)	-29.6%
CCOc1cc(C=NNC(=O)N(c2ccccc2)c2ccccc2)ccc1O	16.4µM*
CCCNC(=O)C1(CC2CC(c3ccccc3)=NO2)CCN(C(=O)Cc2ccc(F)cc2)CC1 (configuration not stated)	?
CCN(C(=O)COC(=O)c1cc2ccccc2cc1OC)c1c(N)n(Cc2ccccc2)c(=O)[nH]c1=O	?
CC1(C(=O)Nc2ccc(Cl)c(Cl)c2)CCN1C(=O)CC1CCCC1 (configuration not stated)	?
Clc1ccc(-c2nc3ccc(Cl)cn3c2Cc2ccsc2)cc1	?
CCCCCCCCN1C(=O)[C@H](CC(=O)N2CCCC2)C[C@@]2(C(=O)OCC)CCCC=C12	8.2µM*
CC(=O)c1cccc(NC(=O)C2Cc3c(-c4cccc(F)c4)ccnc3O2)c1 (configuration not stated)	?
COc1ccc(N2CCN(C(c3ccccc3)c3nnnn3C(C)C)CC2)cc1 (configuration not stated)	?
O=C(Nc1ccc(OCCO)cc1)c1csc([C@@H]2O[C@H](CO)[C@H](O)[C@H](O)[C@H]2O)n1	18.5%
O=C(CCN1CCc2ccccc2C(O)(c2ccccc2)C1)c1ccc2c(c1)OCCO2 (configuration not stated)	2.91µM*
CC1=C(C(=O)N2CCOCC2)CC(CC(=O)NCCc2ccccn2)C(=O)N1Cc1ccc(C(C)(C)C)cc1 (configuration not stated)	-18.0%
O=C(NCc1ccc(F)cc1)c1cc(C2CCCCN2C(=O)c2ccccn2)on1 (configuration not stated)	20.6µM*
CCOC(=O)N(C)C[C@H]1OCc2cn(nn2)CCCC(=O)N([C@H](C)CO)C[C@@H]1C	2.9%
COc1cccc(-c2ccc3c(c2)C2CC3CCN2C(=O)c2ccc(-c3ccccc3)cc2)c1 (configuration not stated)	18.4µM*
CC(C)C(NC(=O)OCc1ccccc1)C(=O)NC(Cc1c[nH]c2ccccc12)C(=O)O (configuration not stated)	2.0%
Cc1cc(F)cc(-c2cc(C(=O)NCc3ccccn3)[nH]n2)c1	-5.1%
CCc1nc(CN2CCCC(C(=O)Nc3ccc(-c4cccc(OC)c4)cc3)C2)c(C)[nH]1 (configuration not stated)	?
COCCOC(=O)C1=C(C)NC(=S)NC1c1ccc(OCC(=O)N2CC(C)OC(C)C2)c(OC)c1 (configuration not stated)	0.4%
O=C(Nc1ccc(Oc2ccccc2)cc1)c1ccc2nc([C@@H]3O[C@H](CO)[C@H](O)[C@H](O)[C@H]3O)[nH]c2c1	6.2%
CCCCN(C)c1c(C)nc2ccc(C(=O)NCCc3c[nH]c4ccccc34)cn12	?
CN1C(=O)CC2(C)C1=CCc1scnc12 (configuration not stated)	-5.3%
Cc1cccc(CNC(=O)c2c3n(c(C)cc2=O)-c2ccccc2SC(c2ccsc2)C3)n1 (configuration not stated)	-12.7%
COCOc1cc(O)c2c(=O)c(OCOC)c(-c3ccc(OCOC)c(OCOC)c3)oc2c1	-19.2%
COc1ccc(C(=O)NC2CC2)cc1OC1CCN(Cc2ccc(F)cc2Cl)CC1	18.4µM*
C[C@H](CO)N1C[C@H](C)[C@H](CN(C)C(=O)Cc2cccnc2)Oc2ncc(Br)cc2C1=O	2.9%
O=C(CCl)NC1(C(=O)O)CCCC1	-4.3%
CC[C@H](C)[C@@H]1NC(=O)[C@@H](CC(C)C)NC(=O)[C@H](C(C)C)NC(=O)[C@H]2CSSC[C@H](NC1=O)C(=O)N2	0.0326µM*
C[N+](C)(C)CCC(=O)N1C/C(=C/c2ccccc2)C(=O)/C(=C\c2ccccc2)C1	0.92µM*
[O-][N+]12CCCc3cccc(c31)CCC2	?
(next part)
SMILES	TDP1 cell noCPT
CS(=O)(=O)N1c2ccccc2[C@@]2(Br)C[C@H]3C(=O)N[C@@H](Cc4ccccc4)C(=O)N3[C@@H]12	?
O=C(O)c1ccc(CCCc2ccccc2)cc1	-1.4%
CCOc1ccccc1N(CC(=O)Nc1ccccc1Br)S(=O)(=O)c1ccccc1	?
CC1=C(C(=O)OCC(C)C)C(c2ccc(OCc3ccccc3)cc2)N2C(=O)CCSC2=N1 (configuration not stated)	16.4µM*
